KB-3-1 cytotox – kills parental KB-3-1 adenocarcinoma cells; 1.4% of 400,000 active; AID 1347075; KB-3-1 viability, CellTiter-Glo ATP luminescence, 72 h; Potency, µM (doses to about 46.1 µM), inactives show top-dose activity change, negative = cytotoxic, most hits filed as cytotoxic; also: potency is read from the fitted curve at half-maximal effect; % is scaled to controls: 0 for no effect and ±100 for the full control effect; nearly all actives have a fitted effect of over 60% in size
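Parental KB-3-1 adenocarcinoma cells in phenol-red-free DMEM with 10% FBS were pin-treated with compounds at several concentrations, incubated 72 h at 37 °C, and viability read by CellTiter-Glo luminescence; concentration-effect curves were fitted after normalization.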
HEK293 tox – cytotoxicity counter-screen for GLP-1 receptor inverse agonists; 0.13% of 410,000 active; AID 624418; HEK293 cAMP-luciferase reporter cells, luminescence, 24 h; Potency, µM (doses to about 38.3 µM), for inactives: at the highest dose activity change, negative = inhibition, actives largely listed as inhibitors;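 also: loss of luciferase light is scored as toxicity; potency is read from the fitted curve at half-maximal effect; % is scaled to controls: 0 for no effect and ±100 for the full control effect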
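Compound-treated cells are incubated 24 hr at 37 deg C under 5% CO2 after a 12 hour attachment period, then luciferase detection reagent is added and luminescence is measured following 12 min at room temperature; lowered signal indicates toxicity.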
HT1080 IDH1KD tx – HT-1080 IDH1 knockdown cell toxicity (counter line) | 2% of 360,000 active | Potency, µM (series often up to 46.1 µM), for the others: top-dose activity, negative = toxicity, most hits filed as cytotoxic | AID 686971 | HT-1080 IDH1 knockdown viability, ATP luminescence, 48 h;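 also: potency is read from the fitted curve at half-maximal effect; 0% = DMSO wells and -100% = cell-free medium wells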
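Cytotoxicity counter-line: IDH1KD HT-1080, 48 h, CellTiter-Glo. Curves classed by r2, magnitude and activity.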
HT1080-NT tox – kills 2HG-producing HT-1080-NT fibrosarcoma cells | HT-1080-NT fibrosarcoma viability, CellTiter-Glo ATP luminescence, 48 h | Potency, µM (doses to about 46.1 µM), for inactives: at the top dose activity, negative = less viability, most hits filed as cytotoxic | 1.6% of 360,000 active | AID 686970;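 also: NT is the 2HG producing partner of a matched IDH1 knockdown line; potency is read from the fitted curve at half-maximal effect; 0% = DMSO-treated cells and -100% = media-only wells without cells; nearly all actives have a fitted effect of over 55% in size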
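Luminescent CellTiter-Glo readout after 48 hours of compound exposure at 37 degrees C defined viability of HT-1080-NT cells. Activity was normalized to DMSO wells and cell-free media wells; concentration-response curves were fitted and assigned curve classes.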
MCF10A rerep – inducers of DNA re-replication in MCF 10A breast cells. MCF 10A DNA re-replication, Hoechst nuclear intensity, 48 h. Potency, µM (titrated, usually from 46.1 µM), for the others: at the highest dose activity, positive = re-replication, hits mostly activators. 2.9% of 350,000 active. AID 624296; also: potency is read from the fitted curve at half-maximal effect; % of control where 0% means no effect; nearly all actives have a fitted effect of over 50% in size
KB-V1 MDR tox – kills drug-selected multidrug resistant KB-V1 cells; KB-V1 MDR cells viability, CellTiter-Glo, 72 h; Potency, µM (series often up to 46.1 µM), inactives show at the top dose activity change, negative = cytotoxicity, usual class: cytotoxic; 3.4% of 400,000 active; AID 1347076; also: potency is read from the fitted curve at half-maximal effect; % is scaled to controls: 0 for no effect and ±100 for the full control effect; nearly all actives have a fitted effect of over 60% in size
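Potencies derive from concentration-effect curves fitted to normalized luminescence (CellTiter-Glo) of KB-V1 cells treated for 72 h at 37 degrees C in phenol-red-free DMEM containing 10% FBS.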
SW480 rerep – induces DNA re-replication in SW480 colon adenocarcinoma cells | AID 624297 | Potency, µM (titrated, usually from 46.1 µM), for inactives: at the highest dose re-replication activation, actives largely listed as activators | SW480 DNA re-replication, Hoechst DNA content imaging, 48 h | 1.8% of 340,000 active; also: potency is read from the fitted curve at half-maximal effect; % of control where 0% means no effect; nearly all actives have a fitted effect of over 55% in size
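Image-based DNA-content assay: after two days of treatment, nuclei were labelled with the DNA dye Hoechst and imaged, and hits were compounds raising the count of nuclei showing high fluorescence intensity.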
DRD3 agonist – D3 dopamine receptor (human) agonism; P35462; D3R DiscoveRx beta-arrestin cells, luminescence, 90 min; max activation, %; 0.58% of 410,000 active; AID 652048; in the data active = max activation above about 30%; also: 0% is about no effect; mostly tested at two doses, the higher about 12 µM
Target sequence (P35462 whole entry, looked up): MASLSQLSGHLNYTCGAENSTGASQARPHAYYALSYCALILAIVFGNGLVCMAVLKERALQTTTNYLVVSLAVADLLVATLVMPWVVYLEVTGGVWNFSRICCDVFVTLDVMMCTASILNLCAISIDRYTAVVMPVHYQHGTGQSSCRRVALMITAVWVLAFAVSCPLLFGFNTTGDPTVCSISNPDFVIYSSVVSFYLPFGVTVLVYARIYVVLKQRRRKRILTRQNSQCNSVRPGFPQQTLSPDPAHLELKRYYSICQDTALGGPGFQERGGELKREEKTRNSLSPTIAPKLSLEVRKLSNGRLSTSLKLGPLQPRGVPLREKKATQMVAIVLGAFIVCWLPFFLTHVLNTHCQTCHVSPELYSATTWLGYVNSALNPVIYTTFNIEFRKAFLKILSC
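Cells at 1500/well, incubated overnight, then treated with pinned compounds (dopamine as control) for 90 min at 37 degrees C. DiscoveRx reagent added for 30 - 60 minutes at room temperature; luminescence read.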
IL-1B inflam inh – blocks inflammasome-driven IL-1 beta release. activity change, % at 57.5 µM. 4.7% of 360,000 active. THP-1 LPS/ATP IL-1B secretion, AlphaLISA, 16 h; hits give low values; in the data active = activity change below about -50%; inconclusive = mostly about -30% to -49%; also: % is scaled to controls: 0 for no effect and ±100 for the full control effect
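THP-1 cells pretreated 1 hr with compounds (up to 57.5 uM final), then stimulated with LPS (250 ng/mL final) plus ATP (1.25 mM final); secreted IL-1B measured by AlphaLISA after 16 hr, decreased signal indicating inhibition.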
Numbers without * were called inactive; ? = inconclusive; nt = no result given; [ ] = another dose, or the depositor's remark. Unless noted, calls follow the shape of the dose curve; as a rule, active = well fitted curve in the direction sought with a large enough effect; inconclusive = small, poorly fitted or top-dose-only effect, or another doubt; inactive = no such curve, though single readings can be large; an effect the other way counts as inactive or inconclusive.

no.	compound	KB-3-1 cytotox	HEK293 tox	HT1080 IDH1KD tx	HT1080-NT tox	MCF10A rerep
1	C#CCNC(=O)C[C@@H]1C[C@@]2(C(=O)OCC)CCCC=C2N(Cc2ccccc2)C1=O	4%	2%	1%	13%	nt
2	CCCNS(=O)(=O)c1cc(Br)cc2c1N(C(=O)CC)CC2	9%	2%	13%	15%	11%
3	Cc1ccc[n+](CC(=O)Nc2cc(C(F)(F)F)ccc2N2CCOCC2)c1	15%	5%	0%	1%	0%
4	Cc1cccc(CC(=O)NCC(=O)NCc2cc(=O)n(C)c(=O)n2C)c1	7%	3%	8%	4%	?
5	COc1ccc(-c2noc(-c3ccccc3C(=O)Nc3cccc(OC)c3)n2)cc1	?	-22%	1%[9.24 µM]	-3%	7%
6	O=C(CN1C(=O)c2ccccc2S1(=O)=O)c1ccc(Cl)cc1Cl	19%	8%	0%	10%	10%
7	CC(C)Cn1c(N)c(C(=O)COC(=O)CN2C(=O)C3CC=CCC3C2=O)c(=O)n(C)c1=O (stereo unspecified)	?	20%	-19%	-4%	0%
8	Cc1cccc(C)c1N1C(=O)[C@@H]2C(c3ccccc3Cl)=NO[C@@H]2C1=O	1%	3%	1%	0%	-2%
9	COc1ccc(CCNC(=O)CSc2ccsc2[N+](=O)[O-])c(OC)c1	-10%	-7%	7%	9%	?
10	CCOc1cc2c(cc1OCC)C(c1ccc(C(=O)O)cc1)NCC2 (stereo unspecified)	-4%	3%	6%	10%	3%
11	CCOC(=O)c1c(C)[nH]c(C)c1C(=O)CSc1nc(N)cc(N)n1	9%	2%	20%	1%	-1%
12	CCOC(=O)C1=CN(Cc2ccc(Br)cc2)S(=O)(=O)N(C)C1C (stereo unspecified)	7%	1%	0%	-2%	-11%
13	CCOc1ccc(CCNC(=O)C2CC(=O)N(CCc3ccccc3)C2)cc1OCC (stereo unspecified)	11%	-23%	10%	5%	2%
14	COCC(C)n1c(C)cc(C(=O)COc2ccc(N(C)S(=O)(=O)c3ccc(NC(C)=O)cc3)cc2)c1C (stereo unspecified)	-10%	7%	-4%	?	?
15	CCOc1ccc(C(=O)NCC(=O)NCC2CCCCC2)cc1OCC	-2%	0%	5%	14%	3%

no.	KB-V1 MDR tox	SW480 rerep	DRD3 agonist	IL-1B inflam inh
1	?	nt	-12	-9
2	-15%	-1%	-8	2
3	10%	4%	-4	?
4	?	?	6	1
5	?	0%	-4	-9
6	-16%	0%	-5	-13
7	-28%	0%	1	0
8	?	2%	-1	12
9	?	-10%	-10	-28
10	?	-1%	-4	29
11	1%	-3%	-1	14
12	0%	-1%	-27	9
13	0%	-1%	-3	2
14	-3%	4%	4	4
15	9%	-1%	-21	2

(more compounds)
no.	compound	KB-3-1 cytotox	HEK293 tox	HT1080 IDH1KD tx	HT1080-NT tox	MCF10A rerep
16	CCc1ccc(-c2nc(CCl)cs2)cc1	10%	-6%	-2%	-3%	-1%
17	COc1ccc(-c2cc3nc(NCCCN(C)C)n(C)c(=O)c3s2)c(C)c1	0%	10%	-29%	?	nt
18	COC(=O)c1c(-c2ccc(S(C)(=O)=O)cc2)sc2ccc(OC)cc12	?	-28%	-25%	-6%	-8%
19	CCOC(=O)C(Cc1c(F)cccc1F)(NC(C)=O)C(=O)OCC	9%	-11%	5%	5%	3%
20	CC1CN(C(C)C)C(=S)N(c2ccccc2)C1=O (stereo unspecified)	7%	0%	11%	8%	-21%
21	O=C(c1ccc2c(c1)OCCO2)N1CCN(S(=O)(=O)c2c(F)cccc2F)CC1	0%	nt	nt	nt	?
22	Cc1ccccc1OCCSc1nc2ccc(NC(=O)c3ccccc3)cc2s1	?	-7%	nt	nt	nt
23	COc1ccc(/C=C(\C#N)C(=O)NCC2CCCO2)cc1OC (stereo unspecified)	-9%	-1%	6%	1%	15%
24	COc1ccc(S(=O)(=O)N2CCCC(C(=O)N3CCCC3)C2)cc1OC (stereo unspecified)	-18%	-6%	2%	-2%	-6%
25	CCOc1ccc(-c2[nH]ncc2-c2ccc(OC)c(OC)c2)c(O)c1	?	?	2.2µM*	6.3µM*	?
26	CC1(C(=O)NS(=O)(=O)c2cccc(Cl)c2)CCN1C(=O)C1(c2ccccc2)CC1 (stereo unspecified)	-11%	0%	19%	9%	nt
27	CCC1S/C(=N/N=C/c2cccs2)NC1=O (stereo unspecified)	2%	?	11%	3%	-6%
28	Cc1cc(OCC(=O)NNC(=O)c2cccs2)ccc1Br	0%	6%	4%	2%	-6%
29	Nn1c(SCc2cn3cc(Cl)ccc3n2)nnc1-c1ccncc1	-6%	8%	-1%	-3%	1%
30	Cc1ccc(NC(=O)C(=O)NCc2ccncc2)cc1	-6%	5%	2%	-12%	-2%

no.	KB-V1 MDR tox	SW480 rerep	DRD3 agonist	IL-1B inflam inh
16	10%	-10%	-3	-23
17	8%	nt	-7	-21
18	-1%	8%	22	-15
19	-9%	-10%	-1	14
20	7%	1%	-1	3
21	5%	-9%	nt	nt
22	3%	nt	-11	nt
23	12%	-19%	-1	-1
24	-7%	-85%[inhibitor]	-8	4
25	3.7µM*	2.6µM*	11	-12
26	-6%	nt	4	28
27	16%	0%	-3	6
28	19%	-27%	3	15
29	-8%	-3%	0	13
30	-1%	1%	5	-18

New compounds follow
no.	compound	KB-3-1 cytotox	HEK293 tox	HT1080 IDH1KD tx	HT1080-NT tox	MCF10A rerep
31	Cc1ccc(CNC(=O)C2CCN(c3nnc(N4CCCC4=O)s3)CC2)cc1	-17%	1%	-3%	-3%	16%
32	CCSc1nnc2ccc(-c3ccc(C)cc3)nn12	8%	8%	4%	14%	5%
33	COc1ccc(NC(=O)CSc2nc(-c3ccc(OC)c(OC)c3)[nH]c2-c2ccc(C)cc2)cc1	2%	1%	nt	nt	nt
34	CC(C)(C)NC(=O)CCSc1nnc(-c2ccco2)o1	13%	4%	8%	5%	1%
35	CCn1nnc(NC(=O)c2ccc([N+](=O)[O-])o2)n1	?	-6%	?	?	15µM*
36	Cn1c(SCc2ccccc2)nnc1C1CCCNC1 (stereo unspecified)	6%	-3%	7%	13%	0%
37	Cc1ccccc1Nc1nn2c(=O)c3ccc(C(=O)NCC(C)c4ccccc4)cc3nc2s1 (stereo unspecified)	3%	-13%	nt	nt	nt
38	CCS(=O)(=O)c1ccc(O)c(NC(=O)Nc2ccccc2OC)c1	-1%	-5%	11%	1%	9%
39	CC(SCc1ccccc1)C(=O)Nc1ccccc1 (stereo unspecified)	-8%	1%	1%	0%	-1%
40	CCOC(=O)CC1(NC(=O)C2CCC(=O)N(Cc3ccccc3F)C2)CCCCC1 (stereo unspecified)	0%	-6%	10%	2%	1%
41	CC(C)[C@H](N)C(=O)NC[C@H](CC(=O)NC[C@H]1CC[C@H](C(=O)O)CC1)c1ccc(Cl)cc1	6%	4%	8%	6%	-3%
42	Cc1cc(C)cc(NC(=O)CSc2nnc(CNC(=O)c3ccco3)o2)c1	22%	12%	10%	5%	0%
43	CCn1cc(CNC(=O)c2cccc([N+](=O)[O-])c2)c(C)n1	7%	1%	15%	11%	-2%
44	CCCn1c(SCC(=O)Nc2cccc(NC(C)=O)c2)nnc1C(C)C	-3%	-23%	-4%	-1%	-3%
45	S=C(Nc1ccc(Cl)cc1Cl)N1CCCC1	-1%	?	3%	8%	7%

no.	KB-V1 MDR tox	SW480 rerep	DRD3 agonist	IL-1B inflam inh
31	-18%	-5%	3	-14
32	6%	-35%[inhibitor]	2	-5
33	7%	nt	-14	nt
34	-16%	-11%	1	0
35	1%	?	2	-78*
36	6%	1%	1	-12
37	8%	nt	8	nt
38	10%	-5%	1	16
39	-4%	?	-12	28
40	-53%	-30%[inhibitor]	-1	40
41	24%	2%	7	0
42	9%	-11%	-14	9
43	4%	-1%	3	22
44	15%	-9%	3	5
45	?	-2%	-3	-2

Whole records, looked up by structure. Order of values: KB-3-1 cytotox, HEK293 tox, HT1080 IDH1KD tx, HT1080-NT tox, MCF10A rerep, KB-V1 MDR tox, SW480 rerep, DRD3 agonist, IL-1B inflam inh
CCn1nnc(NC(=O)c2ccc([N+](=O)[O-])o2)n1 across the screens: ?, -6%, ?, ?, 15µM*, 1%, ?, 2, -78*
CCSc1nnc2ccc(-c3ccc(C)cc3)nn12 across the screens: 8%, 8%, 4%, 14%, 5%, 6%, -35%[inhibitor], 2, -5
CC(SCc1ccccc1)C(=O)Nc1ccccc1 (stereo unspecified) across the screens: -8%, 1%, 1%, 0%, -1%, -4%, ?, -12, 28
CCS(=O)(=O)c1ccc(O)c(NC(=O)Nc2ccccc2OC)c1 across the screens: -1%, -5%, 11%, 1%, 9%, 10%, -5%, 1, 16
Cc1cc(C)cc(NC(=O)CSc2nnc(CNC(=O)c3ccco3)o2)c1 across the screens: 22%, 12%, 10%, 5%, 0%, 9%, -11%, -14, 9

Carrying on:
no.	compound	KB-3-1 cytotox	HEK293 tox	HT1080 IDH1KD tx	HT1080-NT tox	MCF10A rerep
46	CC(=O)Nc1c(Cl)n(C(C)=O)c2ccccc12	13%	1%	-11%[9.24 µM]	3%	4%
47	COc1cccc(CC(=O)n2nc(N)c3cc4ccc(OC)cc4nc32)c1	-7%	-8%	-1%	4%	?
48	Cc1ccc(-c2cn(-c3ccc(Cl)cc3)c(S(=O)(=O)CC(=O)Nc3ccccc3)n2)cc1	-26%	-21%	nt	nt	nt
49	Cc1cc(=O)oc2cc(O)cc(O)c12	?	7%	1.6µM*	-30%	7%

no.	KB-V1 MDR tox	SW480 rerep	DRD3 agonist	IL-1B inflam inh
46	-4%	-2%	7	28
47	-8%	5%	0	63
48	?	nt	1	nt
49	-6%	?	0	-67*
